Screens deposited in PubChem BioAssay by several laboratories.
RGS4-Gao reg: human RGS4-Galphao interaction regulation; P09471; Multiplexed bead flow cytometry, RGS4-Galphao binding; actives lie on both sides; binding response (% of control), % at 10 µM; actives 0.33% (n = 220,000); AID 1415; in the data active = binding response below about 49% or above about 150%; inactive = in between;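 note: fluorescent Galphao activated with aluminum fluoride binding bead-coupled RGS4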
Mcl1-Bid inh: Mcl-1/Bid interaction inhibition | inhibition, % at 21.7 µM | Q07820 | AID 1021 | actives 0.97% (n = 220,000) | TR-FRET Mcl-1/Bid-Dy647 peptide binding, 1536-well;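 active = compounds that cut the binding signal by more than half at the single screening dose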;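 note: His-tagged Mcl-1 with europium anti-His antibody binding Bid BH3 peptide; 0% = Mcl-1 plus peptide wells and 100% = peptide-only wells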
Target sequence (Q07820 whole entry, looked up): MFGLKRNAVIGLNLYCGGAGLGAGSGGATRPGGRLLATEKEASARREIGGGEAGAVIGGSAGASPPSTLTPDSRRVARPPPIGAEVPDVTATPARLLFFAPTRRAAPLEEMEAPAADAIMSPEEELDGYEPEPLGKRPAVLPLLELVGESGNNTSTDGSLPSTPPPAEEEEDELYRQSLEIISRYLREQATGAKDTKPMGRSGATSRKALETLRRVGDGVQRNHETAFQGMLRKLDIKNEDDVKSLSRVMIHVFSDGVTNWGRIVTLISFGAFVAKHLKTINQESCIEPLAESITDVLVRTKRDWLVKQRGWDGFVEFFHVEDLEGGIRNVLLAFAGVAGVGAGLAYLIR
GSH bead fluor: GSH bead compound fluorescence profile | GSH beads flow cytometry, compound fluorescence 488/530 nm; hits give high values | fluorescence (KMESF) at 10 µM | actives 0.25% (n = 190,000) | AID 1776; in the data active = fluorescence above about 89;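 note: glutathione beads carrying GST-tagged Bcl family fusion proteins plus one bare bead set; values are compound well signal with DMSO vehicle wells as background; inactives centre near 16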
ABCG2 inh: blocks JC-1 efflux by human ABCG2 transporter; actives 0.1% (n = 190,000); IgMXP3 cells, flow cytometry; Q9UNQ0; inhibition, % at 6.6 µM; AID 1325;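 active = inhibition above 80%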;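 note: 0% = DMSO and 100% = nicardipine control wells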
Target sequence (Q9UNQ0 whole entry, looked up): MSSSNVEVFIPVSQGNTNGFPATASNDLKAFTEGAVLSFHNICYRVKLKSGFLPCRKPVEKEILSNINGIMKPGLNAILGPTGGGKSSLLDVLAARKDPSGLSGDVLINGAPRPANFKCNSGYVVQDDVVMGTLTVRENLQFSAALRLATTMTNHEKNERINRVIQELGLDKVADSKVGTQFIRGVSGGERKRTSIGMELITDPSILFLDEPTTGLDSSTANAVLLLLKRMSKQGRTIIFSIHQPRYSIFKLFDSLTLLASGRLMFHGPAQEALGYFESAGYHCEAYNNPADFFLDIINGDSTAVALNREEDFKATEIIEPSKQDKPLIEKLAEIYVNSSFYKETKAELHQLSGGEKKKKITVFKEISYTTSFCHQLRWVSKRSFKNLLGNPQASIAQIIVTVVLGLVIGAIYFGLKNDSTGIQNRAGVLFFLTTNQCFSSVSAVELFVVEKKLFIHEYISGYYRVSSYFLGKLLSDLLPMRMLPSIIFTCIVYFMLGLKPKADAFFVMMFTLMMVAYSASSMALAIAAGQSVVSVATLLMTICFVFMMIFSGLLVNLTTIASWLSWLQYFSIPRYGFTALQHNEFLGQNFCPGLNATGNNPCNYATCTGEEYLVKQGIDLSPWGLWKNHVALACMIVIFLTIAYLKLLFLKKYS
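Test system: IgMXP3 (ABCG2) plus far-red-tagged CCRF-Adr (ABCB1) cells. Reagent: JC-1 dye as substrate. Timing: 10 min exposure at 25 °C with rotation, no wash. Measured by: flow cytometric JC-1 green MFI at 530 nm. Read-out: percent efflux inhibition, scaled nicardipine 100% to DMSO 0%. Control set: nicardipine and DMSO wells.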
Avidin bead fluor: avidin bead compound fluorescence profile | Avidin beads, compound fluorescence 488/530 nm, flow cytometry; hits give high values | fluorescence (KMESF) at 10 µM | actives 0.38% (n = 220,000) | AID 1775; in the data active = fluorescence above about 47; note: inactives centre near 10
Pf gamet viab: kills late stage P. falciparum gametocytes | inhibition, % at 10.9 µM | actives 0.065% (n = 150,000) | P. falciparum stage V gametocytes, ATP luminescence, 24 h;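 active = inhibition above the mean plus 3 SD of compounds within the control limits, set per campaign, cut at about 38% in these data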;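 note: 0% = DMSO wells and 100% = medium only without gametocytes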
Mcl1-Noxa inh: Mcl-1/Noxa interaction inhibition. Q07820. TR-FRET Mcl-1/Noxa peptide binding, 2 h. inhibition, % at 21.7 µM. actives 1.5% (n = 220,000). AID 1022;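 active = compounds that cut the protein-peptide binding signal by more than 50% relative to plate controls in a single-dose test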;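 note: His-tagged Mcl-1 with rhodamine Noxa BH3 peptide and terbium anti-His antibody; 0% = Mcl-1 plus Noxa peptide wells and 100% = peptide-only wells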
RGS7-Gao: regulators of human RGS7-Galphao interaction; P09471; AID 1439; Multiplexed bead flow cytometry, RGS7-Galphao binding; actives lie on both sides; binding response (% of control), % at 10 µM; actives 0.35% (n = 220,000); in the data active = binding response below about 49% or above about 150%; inconclusive = no clear call, values can overlap the other calls; inactive = in between;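 note: fluorescent Galphao held in activated GDP-AlF4 state binding bead-coupled RGS7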
Bim-Mcl-1: human Bim-Mcl-1 interaction inhibition. actives 0.1% (n = 190,000). Bead-based flow cytometry, Bim peptide-Mcl-1 binding. inhibition, % at 10 µM. Q07820. AID 1009; in the data active = inhibition above about 40%;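 note: 0% = no compound tracer wells and 100% = peptide blocker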
ABCB1 block: human ABCB1 inhibition, ABCG2 as counter-screen; P08183; CCRF-Adr cells, JC-1 efflux, flow cytometry; inhibition, % at 6.6 µM; actives 0.067% (n = 190,000); AID 1326; in the data active = inhibition above about 40%;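 note: 0% = vehicle and 100% = reference inhibitor; higher value means more JC-1 retained so stronger ABCB1 efflux block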
RGS8-Gao: modulates binding of RGS8 to human Galphao; P09471; multiplexed bead flow cytometry; actives lie on both sides; response (percent of control binding), % at 10 µM; actives 0.34% (n = 220,000); AID 1423; in the data active = response below about 60% or above about 140%; inactive = in between;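 note: Galphao activated as the GDP aluminium fluoride complex binding bead-coupled RGS8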
An asterisk follows results filed as active; ? = inconclusive; / = no result given. Random draw from the library; any-hit rate near 3.3%.

Sequence of screens – RGS4-Gao reg, Bim-Mcl-1, RGS8-Gao, Pf gamet viab, ABCG2 inh, GSH bead fluor, Mcl1-Noxa inh, ABCB1 block, Avidin bead fluor, Mcl1-Bid inh, RGS7-Gao
COc1cc(NC(=S)NCCCN2CCOCC2)cc(OC)c1OC
→ 101, 0, 99, /, 3, 20, 1, 0.4, 6, -3, 97
O=C(CN1C(=O)CSc2ccccc21)NCCC1=CCCCC1
→ 102, -5, 102, 0, 7, 29, 6, 1.1, 15, -72, 106
CC(=O)NNS(=O)(=O)c1ccccc1[N+](=O)[O-]
→ 103, -6, 100, /, 7, 9, 2, 1.2, 16, -18, 101
CN(C)c1ccc(-c2ccccc2)nn1
→ 84, 2, 88, /, 5, 10, -7, 0.6, 8, -10, 77
COc1nccnc1NS(=O)(=O)c1ccc(N=Cc2c(C)[nH]n(-c3ccccc3)c2=O)cc1
→ 78, 0, 89, 8, 5, 9, 17, 0.2, 10, -17, 100
COC(=O)c1c(NC(=O)CC2Nc3cc(C)c(C)cc3NC2=O)sc(C)c1C (centres undefined)
→ 105, -4, 101, /, 1, 13, 64*, 0.1, 42, 62*, 127
CCCNC(=O)C(=O)NCCC1=CCCCC1
→ 109, -2, 101, 14, -6, 28, 1, -6.1, 27, -18, 102
Cc1c2c(nc3c(C(=O)NC4CCCCC4C)cnn13)CCCC2 (centres undefined)
→ 101, -1, 100, /, 10, 16, 17, 1.5, 34, 12, 100
C[C@@H]1CC[C@H]2C(=O)N3[C@@H](CC[C@@H](C)[C@@H]3c3ccc(Br)cc3)C(=O)N2[C@H]1c1ccc(Br)cc1
→ 101, -1, 100, -6, 1, 19, 27, 1.4, 10, 4, 105
COC(=O)c1c(NC(=O)COC(=O)c2ccc(NC(=O)CC#N)cc2)sc2c1CCCCC2
→ 98, 0, 101, /, -4, 20, 67*, -0.7, 10, 19, ?
COc1ccc(NC(=O)Nc2ccc3c(c2)CCC3)c(OC)c1
→ 99, 1, 99, 7, 3, 16, -6, -0.3, 7, -41, 95
COc1cccc(C(=O)Nc2cc(-c3cn4cccnc4n3)ccc2C)c1
→ 100, 3, 103, 9, 2, 19, -7, 0.5, 10, -51, 102
CC(C)Sc1nc(N2CCOCC2)c2c(c1C#N)CC(C)(C)SC2
→ 104, -3, 103, -8, 42, 24, 1, 1.6, 30, -12, 103
CC1(C)CC(=O)C(C=NCCN2CCN(C(=O)c3ccc(F)cc3)CC2)=C(O)C1
→ 100, -2, 102, /, 0, 21, 1, 0.4, 22, -3, 99
O=C(Cn1c(-c2cncs2)nc2ccccc21)NCc1ccccc1
→ 101, -4, 102, -8, 12, 35, -7, 1.7, 18, -11, 99
CC(CC(=O)Nc1ccccc1C(F)(F)F)c1ccccc1 (centres undefined)
→ 97, -3, 98, 8, 0, 3, -3, 0.0, 7, -20, 97
O=c1[nH][nH]cc1C=Nc1cc(Cl)ccc1O
→ 101, 1, 102, -35, 0, 7, 7, -0.2, 20, -3, 99
CC1CCN(c2nc3c(cc2C#N)COC(C)(C)C3)CC1
→ 104, -1, 102, 3, 0, 13, 4, 0.2, 11, -37, 99
COc1ccc(NS(=O)(=O)c2ccc(C)c(NC(=O)c3ccc(C)c(S(=O)(=O)N4CCOCC4)c3)c2)cc1
→ 100, -2, 95, 5, -9, 12, -3, -1.0, 3, -19, 99
COc1ccccc1OCCCCCc1c(C)n[nH]c1C
→ 97, -3, 100, /, 4, 15, 10, 0.6, 33, 4, 103
COc1ccc(S(=O)(=O)Nc2ccccc2C(=O)OC2CCCN(C)C2)cc1OC (centres undefined)
→ 106, -4, 104, 19, 1, 30, -20, 0.2, 7, -34, 106
CSc1ccccc1NC(=O)c1cc(C2CC2)on1
→ 101, -1, 100, /, 5, 25, 38, 0.5, 6, 7, 104
CN(C)c1ccc(C(=O)Nc2ccc(O)c3c(=O)cc(-c4ccccc4Cl)oc23)cc1
→ 94, /, 92, /, /, /, 15, /, 8, -86, ?
Cc1c(C(=O)Nc2ccc(OC(F)(F)F)cc2)sc2nc3n(c(=O)c12)CCC3
→ 106, 0, 105, /, 5, 17, -12, 0.3, 15, -17, 104
Cc1ccc(N)cc1-n1c(C)ccc1C
→ 91, -2, 97, -2, 0, 12, 2, -0.1, 29, -53, 85
CC1CCCCN1CCn1c(=S)[nH]c2cc3c(cc2c1=O)OCO3 (centres undefined)
→ 106, 0, 104, -9, 1, 14, 33, -0.2, 6, -6, 101
CCN(c1ccccc1)S(=O)(=O)c1ccc(F)cc1
→ 101, -2, 104, -9, 2, 17, 14, 0.5, 12, 14, 103
COc1cc(/C=N/NC(=O)CSc2ccccn2)ccc1O
→ 102, /, 102, 0, /, /, 20, /, 5, -88, ?
CC(C)CCNC(=O)Nc1ccc2c(c1)N(C)C(=O)CS2
→ 107, -1, 102, /, 4, 17, 12, 0.3, 24, 3, 99
Cn1nc(C(=O)Nc2nnc(C3CC3)s2)c2ccccc2c1=O
→ 94, -2, 98, -8, 17, 7, 18, 0.6, 12, -6, 91
COc1ccc2[nH]c(=O)cc(C(=O)O)c2c1
→ 90, -3, 83, 12, -1, 20, 33, -0.4, 6, -53, 66
CC(NCC1(N2CCOCC2)CCCCC1)C(=O)Nc1ccc(Cl)cc1Cl (centres undefined)
→ 102, 0, 101, -28, 3, 19, 32, 0.2, 11, 18, 102
O=C(Nc1cc([N+](=O)[O-])ccc1Cl)C1CC1
→ 99, -2, 100, -7, 21, 21, 3, 3.0, 12, -3, 100
Cc1ccc2nc(N3CCN(Cc4nnnn4C4CCCC4)CC3)c(C#N)cc2c1
→ 91, -22, 85, -13, 5, 41, -19, 1.7, 3, -8, 94
Cc1cccc(OCC(=O)Nc2ccc3c(c2)nc(CN2CCCCC2)n3C)c1
→ 94, /, 94, -25, /, /, 20, /, 7, -11, ?
COc1ccc(Cn2nnnc2C(c2ccc(N(C)C)cc2)N2CCC(C)CC2)cc1 (centres undefined)
→ 104, 0, 104, 13, -1, 75, 19, -0.2, 11, -81, 105
COc1ccc(C(=O)Nc2nc(C)cc(C)n2)cc1[N+](=O)[O-]
→ 91, 0, 83, 9, 10, 9, -2, 0.5, 2, -28, 96
O=C(NCc1ccc(S(=O)(=O)NC2CCCCC2)s1)c1ccccc1
→ 110, /, 103, -14, /, /, 3, /, 6, 3, ?
O=C(CN1CCOCCOCCOCC1)Nc1ccccc1
→ 98, 0, 100, /, 3, 19, 11, 1.3, 13, -29, 96
O=C(NCc1ccco1)C1CCN(C(=O)c2cc3sccc3n2Cc2ccc(F)cc2)CC1
→ 103, 0, 102, 30, 1, 12, 8, 0.1, 10, -15, 101
Cc1ccc(-c2cc(C(=O)Nc3sc4c(c3C(=O)NCc3ccco3)CCC4)[nH]n2)c(O)c1
→ 87, -20, 93, -3, -9, 18, 49, -1.9, 5, 34, 87
COc1ccc(S(=O)(=O)NCC2CCCN(C(=O)c3ccccc3)C2)cc1 (centres undefined)
→ 102, 2, 98, 12, 2, 24, -12, 0.8, 9, -5, 105
Cc1nc(C)n(CC(=O)N2CCCC(C(=O)c3ccc(Cl)cc3C)C2)n1 (centres undefined)
→ 100, 0, 99, 0, 0, 17, -11, 0.4, 5, -35, 99
CC1(c2ccccc2)NC(=O)N(N)C1=O (centres undefined)
→ 103, -3, 101, 10, 0, 8, -1, 0.1, 11, -17, 100
CCCCOc1ccc(/C=C/C(=O)OCC(=O)c2c(N)n(C)c(=O)n(C)c2=O)cc1OCC
→ 102, 0, 101, -22, 2, 13, -3, -2.0, 12, 11, 109
O=S(=O)(Cc1ccccc1)N1CCC(N2CCN(c3ccccc3)CC2)CC1
→ 107, -3, 109, /, 2, 15, 19, 0.2, 7, -11, 108
COc1ccc(N2CCN(C(C)=C3C(=O)c4ccccc4C3=O)CC2)cc1
→ 100, 20, 102, -9, -3, 13, 12, -0.7, 10, -24, 100
CSc1ccccc1NC(=O)CN(Cc1ccc(Cl)cc1)S(C)(=O)=O
→ 101, 1, 99, /, 18, 14, 0, 1.2, 15, -8, 99
COC(=O)C/C=C/[C@@H](C)[C@@H](/C=N/OC[C@H]1O[C@H](c2ccccc2)C=C[C@@H]1Oc1ccc(OC)cc1)NS(=O)(=O)c1ccc(C)cc1
→ 96, -3, 99, /, 10, 19, -1, 3.9, 12, -4, 94
Cc1nc(Oc2ccccc2)c2ccsc2n1
→ 104, 0, 101, 20, 2, 15, 2, 0.2, 8, -29, ?
CC(C)(C)c1[nH]nc2c1C(c1ccccc1OC(=O)N1CCOCC1)C(C#N)=C(N)O2 (centres undefined)
→ 93, -1, 93, /, 2, 15, 4, -0.1, 6, -15, 94
O=S(=O)(c1ccc(NC(=S)Nc2ccccc2)cc1)N1CCOCC1
→ 97, -4, 97, -8, -5, 12, 8, -0.1, 2, -77, 99
COC(=O)c1ccc2c(c1)C(=O)/C(=C/c1ccc(C)cc1)O2
→ 104, 0, 106, /, 1, 10, -1, -2.3, 5, 12, 104
O=C(O)CCc1ccc(-c2ccc(Cl)cc2)n1CC(=O)O
→ 102, 0, 109, 9, 1, 10, 6, 0.2, 32, -12, 104
Cc1nc2c(C(=O)NCc3ccc4c(c3)OCO4)c[nH]n2c(=O)c1Cl
→ 102, -4, 103, -14, 2, 9, 27, 0.6, 29, 1, 102
CC(C)CN1CCN(Cc2cccn2-c2ccccn2)CC1CCO (centres undefined)
→ 101, 0, 100, 6, 0, 12, 27, 0.1, 6, -57, 99
